Compound activity deposited in PubChem by several laboratories.
SRC3 inh: inhibitors of human steroid receptor coactivator 3 (SRC3) | inhibition, % at 3.6 µM | HEK293 GAL4-SRC3 luciferase reporter, luminescence | Q9Y6Q9 | 360,000 compounds, 0.17% hits;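 active = inhibition above a per-campaign cutoff, the mean of all compounds plus 3 SD, cut at about 60% in these data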;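 note: 0% = DMSO-treated cells and 100% = gossypol-treated cells at 36 µM; higher means less SRC3-driven luciferase light from the GAL4 reporter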
NOD2-RIPK2 inh: inhibitors of human NOD2-RIPK2 interaction; 360,000 compounds, 0.38% hits; O43353; AID 624267; inhibition, % at 4.98 µM; CHO BLA complementation NOD2-RIPK2, CCF4 ratio; in the data active = inhibition above about 21%;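 note: 0% = vehicle only and 100% = reference blocker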
EBV LMP1 NFkB: reduces LMP1-driven NF-kappaB luciferase signal. 350,000 compounds, 0.69% hits. AID 504558. inhibition, % at 12.5 µM. LMP1-induced NF-kappaB luciferase reporter cells, luminescence; in the data active = inhibition above about 41%;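 note: 0% = neutral control wells and 100% = reference inhibitor control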
TLR9-MyD88 block: TLR9-MyD88 interaction inhibition; CHO BLA complementation TLR9-MyD88, CCF4 FRET ratio; inhibition, % at 4.98 µM; 340,000 compounds, 0.21% hits;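 active = inhibition above the mean over all tested compounds plus 3 SD, cut at about 21% in these data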;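 note: 0% = DMSO only wells and 100% = clavulanate BLA inhibitor control wells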
ABHD5 PLIN5 PPI: ABHD5-PLIN5 protein interaction inhibition. Q00G26+Q8WTS1. Split G. princeps luciferase complementation, luminescence, 4 h. inhibition, % at 4 µM. 360,000 compounds, 0.78% hits;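 active = inhibition above the mean inhibition across every tested compound plus 3 SD, cut at about 22% in these data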;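 note: 0% = DMSO only wells and the 100% control is not disclosed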
Target sequence (Q00G26 whole entry, looked up): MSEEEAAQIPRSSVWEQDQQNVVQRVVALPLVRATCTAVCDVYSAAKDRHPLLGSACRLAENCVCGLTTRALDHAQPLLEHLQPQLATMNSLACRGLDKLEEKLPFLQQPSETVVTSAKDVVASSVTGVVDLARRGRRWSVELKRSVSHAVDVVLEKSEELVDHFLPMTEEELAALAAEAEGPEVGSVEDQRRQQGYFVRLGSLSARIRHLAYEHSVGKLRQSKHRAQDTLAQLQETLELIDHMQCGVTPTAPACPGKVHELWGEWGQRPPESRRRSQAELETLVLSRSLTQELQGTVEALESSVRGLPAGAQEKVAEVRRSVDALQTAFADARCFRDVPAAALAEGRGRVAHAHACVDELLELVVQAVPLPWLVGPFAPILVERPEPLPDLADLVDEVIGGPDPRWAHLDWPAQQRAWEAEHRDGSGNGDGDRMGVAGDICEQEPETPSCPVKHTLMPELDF
Target sequence (Q8WTS1 whole entry, looked up): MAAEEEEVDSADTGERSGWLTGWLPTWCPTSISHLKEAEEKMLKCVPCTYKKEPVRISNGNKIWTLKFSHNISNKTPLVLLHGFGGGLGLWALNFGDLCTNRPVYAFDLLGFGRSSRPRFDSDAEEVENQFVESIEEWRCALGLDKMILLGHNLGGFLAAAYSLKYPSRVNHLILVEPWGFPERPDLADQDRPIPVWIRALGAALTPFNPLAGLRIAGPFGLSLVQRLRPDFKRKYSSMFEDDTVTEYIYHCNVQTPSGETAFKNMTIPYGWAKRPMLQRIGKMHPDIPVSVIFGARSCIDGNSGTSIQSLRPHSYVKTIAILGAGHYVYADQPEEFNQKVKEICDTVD
MC4R ag barr: activates human MC4R beta-arrestin recruitment. 360,000 compounds, 0.98% hits. P32245. activation, % at 8.9 µM. U2OS MC4R beta-arrestin complementation, luminescence; percent of melanotan II response, DMSO zero;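 active = activation above a per-plate cutoff, the mean activation of sample wells on that plate plus 3 SD, cut at about 8% in these data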
NCOA1 inh: inhibitors of human steroid receptor coactivator 1 (SRC1) | Q15788 | inhibition, % at 3.6 µM | HEK293 GAL4-SRC1 luciferase reporter, luminescence | 360,000 compounds, 0.12% hits | AID 588354;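 active = inhibition above the campaign mean plus 3 SD, with each screening campaign given its own cutoff, cut at about 60% in these data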;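 note: 0% = DMSO treated cells and 100% = gossypol at 36 µM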
NCOA2 inhibitor: human SRC2 (NCOA2) inhibition; Q15596; HEK293 GAL4-SRC2 luciferase reporter, luminescence; inhibition, % at 9 µM; 370,000 compounds, 0.17% hits;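 active = inhibition above the mean inhibition of all tested compounds plus 3 SD, set per campaign, cut at about 52% in these data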;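 note: 0% = DMSO treated cells and 100% = cells given Gossypol at 36 µM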
MC4R antag cAMP: human MC4R antagonism in cAMP assay; P32245; MC4R-expressing cells, MTII-stimulated cAMP, LANCE TR-FRET; inhibition, % at 6.5 µM; 360,000 compounds, 0.48% hits; AID 540295;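 active = inhibition above its plate's cutoff, the mean of tested wells on that plate plus 3 SD, cut at about 29% in these data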;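 note: 0% = Melanotan II alone and 100% = Melanotan II plus saturating MCL0020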
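Assay system: U2OS-MC4R stable cell line; Also added: Melanotan II; Technique: Eu-cAMP/anti-cAMP TR-FRET, emission 671 nm; Times: 30-min compound, 1-h challenge, 1-h detection, room temperature.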
LRH-1 inv ag: suppresses constitutive activity of human LRH-1; 360,000 compounds, 0.13% hits; HEK293T StAR-luciferase reporter, LRH-1 transfected, 24 h; inhibition, % at 3.6 µM;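 active = inhibition above the mean inhibition of all tested compounds plus 3 SD, cut at about 73% in these data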;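 note: 0% = DMSO wells and 100% = reporter-only cells lacking LRH-1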
COUP-TFII inh: NR2F2 (human) inhibition, primary screen. P24468. HEK293T NGFI-A luciferase reporter, luminescence. inhibition, % at 8.6 µM. 370,000 compounds, 0.7% hits;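 active = inhibition above a per-plate cutoff, mean inhibition of test wells between control levels plus 3 SD, cut at about 38% in these data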;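 note: cells cotransfected with COUP-TFII expression vector driving the NGFI-A reporter; 0% = median of COUP-TF2 test wells and 100% = reporter-only cells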
* = called active by the depositor; x = no result given. The list is partial, so the mix of outcomes need not match the whole.

SMILES | SRC3 inh | NOD2-RIPK2 inh | EBV LMP1 NFkB | TLR9-MyD88 block | ABHD5 PLIN5 PPI | MC4R ag barr | NCOA1 inh | NCOA2 inhibitor | MC4R antag cAMP | LRH-1 inv ag | COUP-TFII inh
O=C(NCc1ccccc1)c1ccc(CS(=O)Cc2cccc(Cl)c2)o1 (configuration not stated) | -15.2 | -9.9 | 1.1 | -7.2 | 5.2 | -0.6 | 11.1 | -51.3 | 8.3 | -21.7 | -0.1
COc1cc(/C=N/NC(=O)CC#N)ccc1Oc1nc(Cl)ncc1F | 10.8 | -3.6 | -10.9 | -10.0 | -6.1 | -0.4 | -0.3 | -37.2 | -0.5 | 0.9 | -14.1
CN(C)C(CNC(=O)CN1C(=O)NC2(CCCC2)C1=O)c1ccccc1 (configuration not stated) | 17.6 | -9.2 | -1.6 | -16.8 | 6.0 | -1.5 | -3.4 | 2.5 | -0.9 | 8.2 | 11.3
O=C(CC(C(=O)N1CCc2ccccc21)n1ccnc1)NCc1cccnc1 (configuration not stated) | -7.0 | 6.8 | -7.7 | -2.1 | 3.7 | -1.5 | -15.0 | -35.0 | -3.6 | 22.7 | -12.3
CCOC(=O)Nc1c(C(=O)OC)[nH]c2cc(OC)ccc12 | -1.6 | 3.7 | 2.3 | -1.0 | 4.2 | -2.1 | -3.9 | -9.9 | -4.4 | -7.0 | -9.4
CCOC(=O)Cn1nc(-c2ccc(C)cc2)ccc1=O | -16.6 | 2.4 | 1.2 | -0.7 | -6.1 | -1.5 | -11.5 | -23.6 | -0.4 | -9.2 | -23.2
O=C(N/N=C/c1cccc(F)c1)NC1CCCCC1 | -24.1 | -2.0 | -1.5 | 9.2 | -6.6 | -0.2 | -18.6 | -15.4 | 1.5 | -45.7 | -22.7
Cc1ccc(CNC(=O)CNC(=O)c2ccc(C(C)(C)C)cc2)n1C | -19.0 | 0.4 | -9.8 | -2.1 | -5.1 | -2.2 | 6.9 | 9.4 | 15.0 | -6.1 | 8.8
Cc1cc(C(C)(C)C)ccc1OCCCCN1CCCC1 | 16.1 | -12.4 | -6.5 | -6.9 | -4.5 | -1.1 | 3.4 | 4.0 | -2.8 | -2.1 | -2.4
O=C(N/N=C/c1ccncc1)c1cc2ccccc2o1 | 9.3 | -9.6 | -2.8 | 2.2 | -3.1 | -1.9 | 8.7 | 3.7 | -3.4 | -2.5 | -26.6
O=C(NCC(c1cccs1)N1CCOCC1)C1CCN(S(=O)(=O)c2c(Cl)cccc2Cl)CC1 (configuration not stated) | -12.2 | 5.2 | -4.8 | -2.6 | 4.8 | -1.9 | -6.0 | 8.8 | 3.9 | 29.1 | 12.9
CCOC(=O)NC(Nc1sc2c(c1C(N)=O)CCCC2)(C(=O)OCC)C(F)(F)F (configuration not stated) | 11.9 | 4.9 | 0.7 | 8.9 | -6.9 | 0.3 | -15.5 | -2.2 | 6.6 | 1.9 | 13.5
CN(Cc1ccon1)Cc1cn(Cc2ccccc2)nc1-c1ccc2c(c1)OCO2 | 15.6 | -5.9 | -3.7 | 1.3 | 4.0 | -2.0 | -6.0 | 19.8 | 1.5 | 39.1 | 13.4
O=C(NCc1ccc(Cl)cc1)C(=O)NCC1OCCCN1S(=O)(=O)c1cccs1 (configuration not stated) | -0.3 | 2.8 | -4.5 | 2.4 | -1.5 | -3.3 | -23.4 | 24.2 | 7.2 | -10.5 | 22.5
O=C(OCC(=O)N1CCN(S(=O)(=O)c2ccc(Cl)cc2)CC1)c1ccc([N+](=O)[O-])o1 | 12.9 | -3.2 | -3.3 | 3.9 | -1.5 | -3.8 | -3.0 | -35.8 | 13.6 | 7.9 | 3.6
COC(=O)c1ccc(Cl)c(NS(=O)(=O)c2ccc3c(c2)OCCO3)c1 | 1.8 | -1.2 | -7.6 | 2.6 | -0.8 | -0.6 | -1.1 | 12.9 | -8.9 | 10.1 | -4.1
Cc1ccc(NC(=S)N(CCN(C)C)Cc2cccs2)c(C)c1 | 15.9 | -1.4 | -6.8 | -6.1 | 0.7 | -2.4 | 2.3 | -24.6 | 13.5 | 11.5 | 14.9
Cc1ccc(S(=O)(=O)N2CCCC(C(=O)NCc3ccccn3)C2)cc1 (configuration not stated) | -20.6 | -4.0 | -12.4 | 0.3 | 0.4 | -1.7 | 1.7 | -13.7 | 0.7 | 13.2 | -15.5
O=C(Nc1ccc2[nH]ccc2c1)c1ccccc1 | -67.6 | -3.1 | 27.2 | -0.5 | 1.0 | -0.7 | -120.6 | -57.6 | -7.8 | -144.2 | -45.0
Cc1cc(C)c2c3c(sc2n1)C(=O)N(Cc1ccccc1)CC(=O)N3 | 6.8 | 1.4 | 0.7 | -4.4 | -2.7 | -2.0 | -10.0 | -0.2 | 7.9 | 3.7 | 20.8
CC1CCN(C(=O)CN2C(=O)C(C)(C)Oc3ccc(C(=O)NC(C)C)cc32)CC1 | 18.2 | -1.0 | -2.6 | -5.4 | -2.8 | -0.1 | -21.8 | 3.8 | 16.6 | -2.9 | -13.3
O=C(O)C1CC(O)CN1S(=O)(=O)c1ccc2ccccc2c1 (configuration not stated) | -6.1 | 0.5 | -1.1 | -7.1 | -3.5 | 0.3 | -10.9 | 9.5 | 21.1 | 5.4 | 14.1
CCOC(=O)c1c(-c2ccc(OC)cc2)csc1NC(=O)CSc1ncnc2sccc12 | 3.0 | -0.1 | -11.4 | -6.2 | -12.0 | 0.0 | 16.6 | -9.1 | 8.8 | 16.1 | 7.3
COc1ccc(N2CCN(CCCNC(=O)CN3CCN(Cc4ccccc4C)C3=O)CC2)cc1 | 11.3 | 0.6 | 5.2 | -10.2 | 7.7 | -1.2 | -7.3 | 15.3 | 11.9 | -7.7 | 25.5
COC(=O)c1ccc2nc(C3CCCCC3)c(Cc3cccc(F)c3)n2c1 | 3.6 | -4.2 | x | x | 10.6 | x | -1.9 | 12.6 | x | -15.5 | -24.5
CC(C)(C)NC(=O)C(c1ccncc1)N(C(=O)Cn1nnc(-c2ccc(F)cc2)n1)c1ccccc1 (configuration not stated) | 3.6 | -7.6 | -4.2 | 0.7 | 5.4 | 0.4 | -24.8 | -3.0 | 4.6 | -5.3 | -3.9
Cc1nnc(-c2cnn(-c3ccccc3)c2N)n1Cc1cccc(C(F)(F)F)c1 | -5.1 | 1.8 | 1.6 | -4.1 | 0.9 | -0.5 | 6.6 | 2.3 | 4.9 | -32.6 | -7.0
CCOc1ccc(CCN2C(=O)C(=O)N([C@@H](CC(C)C)CN3CCC[C@H]3CN3C(=O)C(=O)NC[C@@H]3Cc3ccccc3)C[C@@H]2CC(C)C)cc1 | x | -0.9 | x | x | 7.1 | x | x | 1.6 | x | -6.4 | -6.2
O=C(O)CC(SCc1ccc(C(=O)O)o1)C(=O)O (configuration not stated) | 9.2 | 0.8 | -7.0 | -8.3 | 4.2 | -1.3 | -10.9 | -25.3 | 1.1 | 1.1 | 11.8
CC(C)(C)C1CCc2onc(C(=O)O)c2C1 (configuration not stated) | 5.7 | 2.6 | -7.1 | -7.8 | -3.7 | -2.0 | 5.5 | -39.4 | 9.9 | 9.1 | 11.9
Cc1[nH]nc(N=CC2=C(O)CC(c3ccco3)CC2=O)c1-c1ccc(Cl)cc1 (configuration not stated) | 3.5 | -1.2 | 5.1 | -2.4 | -4.7 | -1.1 | 3.9 | 1.6 | 4.7 | -4.0 | -31.7
CCn1nnc2cc(C(=O)Nc3cccc(S(=O)(=O)N(C)C)c3)ccc21 | -13.4 | 4.3 | -3.0 | -1.9 | -17.9 | -1.7 | 2.6 | -5.1 | 5.0 | -3.1 | -8.0
CCCNS(=O)(=O)c1cc2c(cc1Br)CCN2C(=O)CC | -9.3 | -2.5 | -4.9 | -2.1 | -5.8 | -0.1 | 2.3 | -21.1 | 2.7 | 8.5 | -14.6
Cc1cc(C)c2nc(NC(=O)c3ccc(OCC4CCCO4)cc3)sc2c1 (configuration not stated) | -11.5 | -0.1 | 10.8 | -1.7 | -0.7 | -1.0 | -9.7 | -45.8 | 4.0 | -35.2 | -12.1
COc1ccc(CNC(=O)C/C(C)=N/NC(=O)COc2ccc(Br)cc2)cc1 | 7.2 | -11.4 | -35.7 | 1.2 | -0.4 | -1.4 | -1.9 | 23.1 | 5.2 | 2.3 | 11.2
COc1ccc(CNS(=O)(=O)c2ccc3c(c2)CCN3C(=O)C2CC2)cc1 | -35.4 | 0.5 | 9.6 | 4.0 | -5.7 | -0.1 | 0.1 | 6.1 | 19.0 | -12.4 | 22.0
Cn1c(N)c(C#N)c2c(c1=S)CSC(C)(C)C2 | 5.2 | -0.3 | -4.5 | 2.5 | -14.8 | -0.5 | -3.9 | 13.9 | -1.1 | 9.3 | 0.7
CCOC(=O)C1CCCN(c2nc3ccccc3nc2C(C#N)C(=O)OCC)C1 (configuration not stated) | -1.3 | 3.9 | -35.8 | 1.1 | 2.7 | 0.9 | -2.5 | -9.3 | 3.5 | -1.6 | -1.3
N#C/C(=C/c1ccccc1[N+](=O)[O-])c1nc(C2CC2)cs1 | 3.9 | -18.6 | 5.6 | 1.5 | 7.3 | 3.3 | -1.6 | 6.7 | -10.2 | -1.7 | -10.4
O=C(CN1CCCCCC1)Nc1ccc([N+](=O)[O-])cc1Br | -11.2 | -4.2 | 5.4 | 2.4 | -5.7 | 5.1 | -0.1 | -21.9 | 9.0 | 12.5 | -2.2
CCC(C)CCN1C(Nc2ccccc2)=NC[C@@H]1CC(C)C (some centres not stated) | 10.8 | -5.9 | 1.8 | -1.8 | 7.6 | -0.3 | -9.6 | -0.9 | 3.3 | 2.0 | 6.7
Cc1ccc(/C=N/NC(=O)c2nnn(-c3nonc3N)c2CSc2ccccc2)o1 | -2.4 | 0.6 | -5.6 | -7.2 | 2.0 | -2.4 | -1.9 | -10.2 | 1.0 | -1.7 | 19.3
CCN(C(=O)COC(=O)c1cccn1C)C1CCS(=O)(=O)C1 (configuration not stated) | -6.0 | -1.7 | 4.0 | -1.0 | 6.1 | -0.7 | -15.7 | 8.0 | 7.0 | 0.9 | -1.7
Cc1csc(/C(=N/OC(=O)c2ccco2)C(N)=O)n1 | 12.0 | 0.1 | 0.5 | 5.0 | -4.8 | 0.3 | -16.1 | -6.3 | 19.1 | -8.1 | -5.7
